# Source: PubChem BioAssay (National Center for Advancing Translational Sciences (NCATS))
# D3 antag = antagonists of human D3 dopamine receptor; AID 652054; max response, negative = inhibition, %; P35462; hit rate 2.5% among 360,000; D3R cells, DiscoveRx beta-arrestin luminescence, antagonist mode; active compounds read low; in the data active means max response below about -50%; inconclusive means no clear call, values can overlap the other calls; further: on the % scale 0 is the no-effect control and ±100 the full control effect; mostly tested at two doses, the higher about 12 µM
# Target sequence (P35462 whole entry, looked up): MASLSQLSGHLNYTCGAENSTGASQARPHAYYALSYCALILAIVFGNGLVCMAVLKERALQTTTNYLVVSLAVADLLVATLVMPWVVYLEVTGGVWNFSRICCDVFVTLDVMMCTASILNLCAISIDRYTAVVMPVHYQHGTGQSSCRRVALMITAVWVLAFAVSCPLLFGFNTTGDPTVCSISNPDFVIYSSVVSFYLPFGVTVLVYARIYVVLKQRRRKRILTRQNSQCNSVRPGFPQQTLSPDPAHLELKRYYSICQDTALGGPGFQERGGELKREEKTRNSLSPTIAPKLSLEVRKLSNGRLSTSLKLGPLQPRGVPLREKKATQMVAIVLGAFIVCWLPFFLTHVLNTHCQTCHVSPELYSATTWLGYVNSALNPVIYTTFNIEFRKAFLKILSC
#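 Cells expressing the human receptor were seeded at 1500 cells/well, incubated overnight at 37 degrees C in 5% CO2, then exposed to library compounds with dopamine controls for 90 minutes at 37 degrees C before luminescent detection.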
# GLP-1R inv ag = acts as inverse agonist at human GLP-1 receptor | P43220 | HEK293 GLP-1R CRE-luciferase, luminescence, 24 h; GLP-1R form is constitutively active | Potency, µM (doses to about 38.3 µM), without a hit: at the top dose activity change, negative = inhibition, actives largely listed as inhibitors | hit rate 1.6% among 410,000 | AID 624417; further: potency means the concentration at half of the fitted maximal effect; on the % scale 0 is the no-effect control and ±100 the full control effect; nearly all actives have a fitted effect of over 55% in size
#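 Inverse agonism was detected as reduced cAMP-driven luciferase luminescence after 24 h compound treatment. The cells were HEK293 clones expressing constitutively active human GLP-1R with the reporter. Reporter-only and GPR119 cell lines served as counterscreen controls.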
# GLP1R ag = agonists of human GLP-1 receptor; P43220; HEK293 GLP-1R CRE-luciferase, luminescence, 4-6 h; cells express a hypersensitive GLP-1R form; Potency, µM (top dose mostly 45.6 µM), inactives show top-dose activation, most hits filed as activators; hit rate 0.007% among 380,000; AID 624172; further: potency means the concentration at half of the fitted maximal effect; % of control where 0% means no effect
# TDP43 rescue = TDP-43 toxicity inhibition in yeast; TDP-43 expressing yeast growth rescue, BacTiter-Glo, 24 h; hit rate 1.8% among 410,000; AID 652104; Potency, µM (doses to about 46.1 µM), inactives show at the top dose growth rescue (activation), hits mostly activators; further: potency means the concentration at half of the fitted maximal effect; % of control where 0% means no effect; nearly all actives have a fitted effect of over 50% in size
#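 Cell-based yeast growth screen: TDP-43 expression induced in galactose, inoculum OD600=0.02 after raffinose pregrowth to mid-log. Read-out BacTiter-Glo luminescence at 24 hr, 30 deg C; inhibition of toxicity seen as signal increase.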
# GLP1R cytotox = cytotoxicity in counter-screen for GLP-1R inverse agonists. HEK293 cAMP-luciferase reporter cells, luminescence, 24 h. Potency, µM (titrated, usually from 38.3 µM), inactives show top-dose activity change, negative = inhibition, most hits filed as inhibitors. hit rate 0.13% among 410,000;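 further: loss of luciferase light is scored as toxicity; potency means the concentration at half of the fitted maximal effect; on the % scale 0 is the no-effect control and ±100 the full control effect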
#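 To flag toxic compounds, the library was rerun on cells for 24 hr at 37 deg C and 5% CO2. Viability-linked luminescence was captured 12 min after adding luciferase detection reagent.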
# KB-V1 cytotox = kills drug-selected multidrug resistant KB-V1 cells | Potency, µM (titrated, usually from 46.1 µM), for inactives: at the top dose activity change, negative = cytotoxicity, usual class: cytotoxic | KB-V1 MDR cells viability, CellTiter-Glo, 72 h | hit rate 3.4% among 400,000 | AID 1347076; further: potency means the concentration at half of the fitted maximal effect; on the % scale 0 is the no-effect control and ±100 the full control effect; nearly all actives have a fitted effect of over 60% in size
#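 Drug-selected KB-V1 cells, grown in DMEM lacking phenol red with 10% FBS, receive compound titrations; after three days at 37 degrees C, surviving cell ATP is quantified by CellTiter-Glo luminescence and responses normalized and curve-fitted.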
# PTHR1 ag = agonists of human PTHR1 parathyroid hormone receptor; hit rate 0.075% among 410,000; Potency, µM (series often up to 115 µM), inactives show at the highest dose activation, usual class: activators; HEK293 GP2 PTHR1 cells, GloSensor cAMP luminescence, 1 h; further: potency means the concentration at half of the fitted maximal effect; nearly all actives have a fitted effect of over 55% in size; some results filed as inactive show a strong effect at the top dose; inactives centre near -15; many of its hits are not listed in these tables
# Target sequence (Q03431 whole entry, looked up): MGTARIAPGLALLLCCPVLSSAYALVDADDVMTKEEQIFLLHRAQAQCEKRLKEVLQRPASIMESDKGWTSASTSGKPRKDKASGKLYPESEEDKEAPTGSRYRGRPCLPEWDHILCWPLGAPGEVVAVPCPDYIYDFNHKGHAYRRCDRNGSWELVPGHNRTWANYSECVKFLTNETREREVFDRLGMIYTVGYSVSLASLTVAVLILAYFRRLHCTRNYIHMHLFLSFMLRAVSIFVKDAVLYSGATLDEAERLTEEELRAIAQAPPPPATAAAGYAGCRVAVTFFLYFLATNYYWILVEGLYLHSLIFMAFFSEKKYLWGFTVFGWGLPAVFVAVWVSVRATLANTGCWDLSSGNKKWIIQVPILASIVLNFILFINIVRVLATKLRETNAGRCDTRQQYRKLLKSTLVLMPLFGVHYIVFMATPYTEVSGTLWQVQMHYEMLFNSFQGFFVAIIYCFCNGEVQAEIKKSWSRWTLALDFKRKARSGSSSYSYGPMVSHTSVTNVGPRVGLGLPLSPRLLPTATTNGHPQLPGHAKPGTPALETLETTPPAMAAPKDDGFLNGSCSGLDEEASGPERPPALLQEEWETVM
#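 HEK-293-derived GP2 cells expressing PTHR1 and a GloSensor cAMP reporter, 3,000/well, plated overnight, given luciferin plus IBMX (each 0.5 mM as added) for 1 h at 37 °C, then compound for 1 h at 37 °C. Luminescence was read after 15 min at room temperature.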
# aSyn rescue = alpha-synuclein toxicity inhibition in yeast; Potency, µM (highest dose often 46.1 µM), inactives show at the highest dose growth rescue (activation), most hits filed as activators; AID 652106; Yeast expressing alpha-synuclein, growth rescue, BacTiter-Glo, 24 h; hit rate 0.14% among 370,000; further: potency means the concentration at half of the fitted maximal effect; % of control where 0% means no effect; nearly all actives have a fitted effect of over 65% in size
#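 Screening used galactose-induced yeast with toxic alpha-synuclein levels, exposed to compound for 24 hr at 30 deg C. Cell growth, read with BacTiter-Glo luminescence, gave the measured signal.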
# D3 ag = D3 dopamine receptor (human) agonism | P35462 | D3R DiscoveRx beta-arrestin cells, luminescence, 90 min | max activation, % | hit rate 0.58% among 410,000 | AID 652048; in the data active means max activation above about 30%; further: 0% is about no effect; mostly tested at two doses, the higher about 12 µM
#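 Agonist-mode cell screen: cells plated at 1500/well and incubated overnight at 37 °C, then exposed to library compounds for 90 min at 37 °C. Detection reagent was added for 30–60 min at room temperature, and luminescence was read.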
# * marks the source's active call; other numbers are inactive results; i = inactive; ? = inconclusive; nt = not tested or not shown; & = joins results of further samples; [ ] = dose if it differs, or a comment. Unless noted, the call rests on the fitted dose curve; in most records, active means well fitted curve in the direction sought with a large enough effect; inconclusive means small, poorly fitted or top-dose-only effect, or another doubt; inactive means no such curve, though single readings can be large; an effect the other way counts as inactive or inconclusive.
# Preview:
SMILES,D3 antag,GLP-1R inv ag,GLP1R ag,TDP43 rescue,GLP1R cytotox,KB-V1 cytotox,PTHR1 ag,aSyn rescue,D3 ag
Cc1nc2ccc(NC(=O)Cc3cccs3)cc2s1,8,7%,-2%,?,0%,-5%,i,-20%,9
COc1cc(C(=O)Nc2ccc(NC(=O)c3ccccc3Cl)nc2)cc(OC)c1OC,-3,-11%,8%,-8%,-2%,-28%,i,1%,4
COc1cc2ccc3c(CCN(C)C)cc(OC)c(OC)c3c2cc1OC,-24,?,1%,-13%,10%,-20%,i,-4%,-3
c1ccc(-c2csc(N3CCN(c4ccccn4)CC3)n2)cc1,9,-23%,-6%,-15%,-12%,15%,-5%[57.5 µM],-24%,3

# All compounds of this part, from the start:
SMILES,D3 antag,GLP-1R inv ag,GLP1R ag,TDP43 rescue,GLP1R cytotox,KB-V1 cytotox,PTHR1 ag,aSyn rescue,D3 ag
Cc1nc2ccc(NC(=O)Cc3cccs3)cc2s1,8,7%,-2%,?,0%,-5%,i,-20%,9
COc1cc(C(=O)Nc2ccc(NC(=O)c3ccccc3Cl)nc2)cc(OC)c1OC,-3,-11%,8%,-8%,-2%,-28%,i,1%,4
COc1cc2ccc3c(CCN(C)C)cc(OC)c(OC)c3c2cc1OC,-24,?,1%,-13%,10%,-20%,i,-4%,-3
c1ccc(-c2csc(N3CCN(c4ccccn4)CC3)n2)cc1,9,-23%,-6%,-15%,-12%,15%,-5%[57.5 µM],-24%,3
CCOc1ccc(C(=O)Nc2ccc(NC(=O)c3ccco3)c(Cl)c2)cc1Br,18,0%,-17%,-3%,-24%,-30%,-10%[57.5 µM],3%,22
CCOc1ccc(NC(=O)N(CCC(C)C)C2CCN(C(C)=O)CC2)cc1,-4,3%,-14%,-6%,-1%,18µM*,i,4%,-7
Cc1ccc(NC(=O)Cc2nnc(SCC(=O)Nc3nncs3)n2C)c(C)c1,-6,17%,10%,-9%,9%,?,-5%,-2%,0
CC(C)(C)c1ccc(SCCc2cccnc2)cc1,12,?,15%,10%,1%,-2%,-57%[inhibitor],10%,6
COC(=O)CNC(=O)C1CCN(S(=O)(=O)c2cccc3nsnc23)CC1,-18,20%&-8%,-8%&-1%,-3%&-20%,-5%&2%,0%&-16%,-15%&-6%,1%,-6&-18
Cc1[nH]c2ccc(C(=O)N3CCCC3)cc2c1C,8,-17%,1%,4%,1%,?,-4%,-2%,1
CC(C)CN(C(=O)CSc1nnnn1-c1ccccc1)c1c(N)n(CC(C)C)c(=O)[nH]c1=O,3,-33%,8%,-10%,-4%,23%,i,11%,1
CCC(=O)N1CCc2cc(S(=O)(=O)NCCC(=O)N3CCN(c4cccc(C)c4)C(C)C3)ccc21 (stereo unspecified),18,12%,-1%,13%,8%,-23%,-17%,7%,1
O=C(CNC(=O)N1CC(=O)Nc2ccccc21)Nc1nccs1,5,9%,-3%,5%,-27%,0%,-21%,2%,4
CC1CCCCC1NC(=O)CCCCn1c(=O)[nH]c2ccsc2c1=O (stereo unspecified),-6,-1%,6%,-16%,-17%,17%,-16%,-15%,5
CC(=O)c1ccc(-c2[nH]c3ccccc3c2CCN2C(=O)c3ccccc3C2=O)cc1,85,?,-4%,19%,-18%,0%,-22%,0%,14
COC(=O)c1ccccc1NC(=O)c1cn2c3c(ccc(Cl)c3c1=O)OC(C)C2 (stereo unspecified),nt,-7%,nt,16%,7%,23%,-4%,nt,1
CC1(NC(=O)Cc2c(Cl)cccc2Cl)CCS(=O)(=O)C1 (stereo unspecified),2,2%,6%,17%,-22%,0%,i,2%,0
CNC(=O)CC12CC3CC(CC(C3)C1)C2,13,0%,-7%,-6%,1%,-1%,i,-11%,2
CCOC(=O)C1=C(N)OC2=C(C(=O)CCC2)C1c1ccccc1OCC (stereo unspecified),13,2%,-11%,5%,4%,13%,i,nt,0
Oc1ccccc1C1OCC2(CO1)COC(c1ccccc1O)OC2 (stereo unspecified),4,-5%,0%,-26%,-5%,1%,i,6%,2
COc1cc2oc3cc(C#Cc4ccc(N)cc4)ccc3c(=O)c2cc1OC,103,-45%,-3%,-5%,78%[activator],5%,-43%[inhibitor],-2%,57*
CC(C)NC(=O)C1(C)CN(S(C)(=O)=O)CC(=O)N1CCc1ccccc1F (stereo unspecified),16,11%,nt,10%,2%,0%,-4%,-8%,2
Cc1cccc(N(CC(=O)NCC2CCCO2)C(=O)CNS(=O)(=O)c2ccc(Cl)cc2)c1 (stereo unspecified),-5,-10%,0%,-18%,6%,-12%,i,-7%,-26
Cc1cc(-c2ccc(C)c(S(=O)(=O)Nc3ccccc3C(F)(F)F)c2)on1,nt,?,nt,1%,-11%,nt,i,nt,12
CCS(=O)(=O)Nc1cccc(C(=O)CC2(O)C(=O)Nc3ccccc32)c1 (stereo unspecified),-6,20%,-1%,-8%,19%,-18%,-2%,-6%,-7

# Going on with the list:
SMILES,D3 antag,GLP-1R inv ag,GLP1R ag,TDP43 rescue,GLP1R cytotox,KB-V1 cytotox,PTHR1 ag,aSyn rescue,D3 ag
Oc1ccc(-c2csc(Nc3ccccn3)n2)cc1,-2,?,-10%,?,-14%,-2%,-29%,-14%,-4
COc1ccc(C(=O)O)cc1S(=O)(=O)N1CCN(Cc2ccc3c(c2)OCO3)CC1,8,4%,0%,-15%,2%,1%,i,-4%,9
O=S(=O)(c1cc(Cl)ccc1Cl)N1CCCC1,-1,-4%,6%,29%,24%,-4%,i,7%,-5
CSCC[C@H](NC(=O)OC(C)(C)C)c1nnc(SCC(=O)Nc2c(C)cccc2C)o1,18,-11%,-2%,3%,-13%,5%,i,-12%,-10
CCCC(=O)O[C@@H]1C[C@@H](C)N(C(=O)c2ccccc2)c2ccc(C)cc21,0,10µM*,-1%,-14%,-2%,?,-2%,0%,-2
COc1ccc(N/C(N)=N/c2nc(CSc3nnc(C)s3)cc(=O)[nH]2)cc1,-9,-20%,9%,3%,-4%,5%,2%,-3%,-7
COc1ccc(N2Nc3n[nH]c(N)c3N2)cc1,?,88%[activator],3%,19%,-19%,0%,-16%[57.5 µM],0%,-8
O=C(Cc1ccccc1)Nc1ccccc1C(=O)Nc1ccc(C(=O)O)cc1,-25,18%,-3%,9%,2%,30%,-18%,-6%,-7
Cc1ccc(S(=O)(=O)N2CCOC23CCN(C(=O)c2ccc(Cl)cc2Cl)CC3)cc1,-18,?,10%,?,-2%,-7%,-27%,10%,-2
COc1ccc(OCCN2CCN(C(=O)c3ccc(OC(F)F)c(OC)c3)CC2)cc1,14,?,13%,-21%,-4%,?,-27%,-2%,123*
O=C1N(c2ccccc2C(F)(F)F)OC1(Cc1ccccc1)c1ccccc1 (stereo unspecified),-26,-33%,-2%,?,-9%,14%,-6%,11%,3
CC(=O)Nc1nonc1-c1nnc(SCC(=O)N(C)c2ccccc2)n1C,nt,13%,nt,28%[9.22 µM],5%,-8%,i,nt,7
CN1CCN(c2nnc(-c3ccc(Cl)cc3)c3ccccc23)CC1,-14,?,-5%,-7%,-10%,5%,-9%,-4%,-13
CCN1C(=O)NC(c2ccccc2)(c2ccccc2)C1=O,-23,17%,-6%,4%,-3%,0%,-3%,-1%,-4
COc1ccc(NC(=O)NNC(=O)c2ccccc2-n2cccc2)cc1OC,0,25%,7%,-8%[1.82 µM],-1%,?,-11%,-5%,-5
Cc1ccc(/C=C2\CC(C)CC3=C2NC(=S)NC3c2ccc(C)cc2)cc1 (stereo unspecified),-17,?,11%,7%,?,2%,-13%,9%,8
CCn1cc(C(=O)N2CCN(c3cccc(C)c3C)CC2)c(=O)c2ccc(C)nc21,2,?,0%,1%,-8%,-13%,-15%,5%,1
COc1cc(OC)c(/C=N/NC(=O)c2ccncc2)c(OC)c1,0,4%,-15%,3%,15%,?,-30%,1%,-5
CCOC(=O)/C(C#N)=C1\C=CN(C)C(C)=N1,1,1%,2%,11%,-2%,4%,-5%[57.5 µM],-7%,1
CCOc1ccc(NC(=O)CN(C)CC(=O)Nc2cc(Cl)ccc2C#N)cc1OCC,23,-12%,17%,4%,3%,-21%,i,-8%,2
CSc1cccc(NC(=O)CC2Oc3ccccc3NC2=O)c1 (stereo unspecified),2,-23%,-7%,22%,0%,?,i,-6%,1
O=C(CCS(=O)(=O)c1cccc2nsnc12)NCc1ccccc1Cl,15,-20%,5%,18%,0%,10%,-21%,11%,2
COCc1ccc(C(=O)N2CCC(CCC(=O)Nc3cccc(C)c3)CC2)s1,-1,2%,9%,14%,0%,20%,-10%,-3%,0
O=C(NC(=S)Nc1nc2ccccc2s1)c1cccs1,?,1%,-5%,-8%,2.5µM*,?,-55%[inhibitor],-13%,-19
O=C(CSc1nccc(=O)[nH]1)Nc1ccc(N2CCOCC2)c(Cl)c1,-4,4%,0%,-4%,-1%,-3%,28%,-2%,-3
Cc1cccc(Nc2nnc(SC/C(O)=C(\C#N)c3nc4ccccc4[nH]3)s2)c1C,53,-15%,-1%,-11%,8%,-3%,-20%,4%,33*
CCN(CC)CCOC(=O)c1ccc(NC(=O)Cn2ncc3c2-c2cc(C)ccc2OC3)cc1,nt,0%,nt,19%,-12%,?,i,nt,-6
C[C@H](NS(=O)(=O)c1ccc(Cl)cc1)C(=O)OCC(=O)N1CCOCC1,-17,-14%,5%,4%,-1%,?,-20%,-6%,3
O=c1[nH]cnc2onc(-c3ccc(F)cc3)c12,6,6%,-1%,-11%,-11%,11%,i,-12%,-3
CC(C)(C)S(=O)N1Cc2cc(CO)ccc2[C@H]1CCO (stereo partly specified),23,6%,-2%,22%,6%,3%,-47%[inhibitor],-33%[inhibitor],4

# These rows are one share of the data; rates above refer to the full screens.
